PDI inh: inhibitors of human PDI, primary screen, biochemical, turbidity, single point, plate reader. PDI insulin aggregation turbidity, A650, 90 min. Protein disulfide-isomerase (Homo sapiens), P07237. inhibition, % at 10 µM. hit rate 0.052% among 350,000;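 active means mean inhibition across replicates of 30% or more, whatever share of single replicates reach that level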;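 further: absorbance from insulin aggregation driven by PDI reduction with DTT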
Target sequence (P07237 whole entry, looked up): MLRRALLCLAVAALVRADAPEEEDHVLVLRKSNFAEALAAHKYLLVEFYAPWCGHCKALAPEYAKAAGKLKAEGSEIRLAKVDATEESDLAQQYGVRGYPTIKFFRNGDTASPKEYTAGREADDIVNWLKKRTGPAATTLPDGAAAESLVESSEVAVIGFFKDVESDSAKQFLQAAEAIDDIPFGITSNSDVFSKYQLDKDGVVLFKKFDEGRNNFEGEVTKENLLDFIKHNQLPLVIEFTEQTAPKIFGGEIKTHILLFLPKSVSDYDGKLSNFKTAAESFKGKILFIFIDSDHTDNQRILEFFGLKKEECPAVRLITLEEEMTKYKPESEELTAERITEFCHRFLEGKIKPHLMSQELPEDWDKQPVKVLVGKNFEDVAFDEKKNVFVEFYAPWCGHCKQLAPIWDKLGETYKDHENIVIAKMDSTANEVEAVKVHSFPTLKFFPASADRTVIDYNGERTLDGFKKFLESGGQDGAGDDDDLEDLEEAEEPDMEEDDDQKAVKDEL
CF NFkB inh: inhibitors of PAF-induced NF-kB signaling, primary screen, cell-based, GFP fluorescence, uHTS; hit rate 0.86% among 360,000; AID 588850, 2011; inhibition, % at 5 µM; KKLEB NF-kB-GFP reporter, GFP fluorescence overnight;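 active means at least 50% inhibition at 5 µM, scaled per plate between neutral and stimulator controls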;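 further: PAF is a Pseudomonas aeruginosa culture filtrate used as stimulus; plate controls were PAF-stimulated DMSO wells for no effect and unstimulated DMSO wells for full effect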
KKLEB cytotox: cytotoxicity in KKLEB CF airway cells, primary screen, cytotoxicity control for CF NF-kB inhibitor project, cell-based, uHTS, fluorescence assay plates. KKLEB CF airway cells viability, ATPlite luminescence, overnight; stronger effect = lower value; cells stimulated with P. aeruginosa culture filtrate. activity change (cytotoxicity), % at 5 µM. hit rate 0.36% among 360,000. AID 602141, 2011;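 active means corrected activity change at or below -50% at 5 µM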
Peg3 prom inh: Peg3 promoter-driven luciferase inhibitors, primary screen, cell-based, HeLa, luciferase luminescence; inhibition, % at 20 µM; HeLa PEG-Prom luciferase reporter, overnight; hit rate 1.7% among 360,000;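 active means inhibition of at least 50% at 20 µM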
Shn3 3UTR inh: reduction of Shn3 3'UTR firefly luciferase signal, primary screen, Schnurri-3 inhibitor project, cell-based, Clone20 osteoblasts, set 2. hit rate 0.52% among 360,000. Clone20 osteoblast Shn3 3'UTR firefly luciferase, 24 h. inhibition, % at 12.5 µM;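 active means mean inhibition of at least 75% with every replicate also reaching 75%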;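 further: 0% = median of neutral control wells and 100% = pilot-screen positive control compound; some compounds past the cut are filed as inactive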
NR2E3 ag-1: inhibitors of NR2E3-RetCOR corepressor binding, primary screen, NR2E3 agonist project, biochemical, TR-FRET, GST-NR2E3, biotin-RetCOR. Photoreceptor-specific nuclear receptor (Homo sapiens), Q9Y5X4. 1536-well. inhibition of corepressor binding, % at 4.78 µM. hit rate 0.12% among 320,000. AID 2300, 2010;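 active means percent inhibition above the cutoff of mean plus 3 SD of all tested compounds, set per screening campaign, cut at about 20% in these data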;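 further: 0% = DMSO wells and 100% = biotin wells as full block of FRET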
Target sequence (Q9Y5X4 whole entry, looked up): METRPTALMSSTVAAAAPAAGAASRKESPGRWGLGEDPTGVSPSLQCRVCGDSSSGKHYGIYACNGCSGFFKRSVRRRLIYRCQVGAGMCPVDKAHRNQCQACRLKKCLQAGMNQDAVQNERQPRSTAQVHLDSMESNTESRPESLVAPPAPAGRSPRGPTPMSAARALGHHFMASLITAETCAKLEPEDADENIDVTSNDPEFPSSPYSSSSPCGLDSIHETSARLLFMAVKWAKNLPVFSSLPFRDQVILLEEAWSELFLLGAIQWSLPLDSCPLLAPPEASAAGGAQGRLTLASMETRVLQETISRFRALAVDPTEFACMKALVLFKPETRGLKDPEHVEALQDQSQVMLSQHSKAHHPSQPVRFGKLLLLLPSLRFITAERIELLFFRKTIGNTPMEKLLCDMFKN
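Material: NR2E3–RetCOR corepressor complex / Incubation: Compound–protein incubation for 5 h at 4 °C / Dosing: compound at 4.8 µM, single dose / Detection: time-resolved FRET / Benchmarks: high control biotin, low control 0.6% DMSO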
MITF TRPM1 inh: inhibitors of MITF-dependent TRPM1 promoter reporter, primary screen, cell-based, SK-MEL-5, single point, luciferase | inhibition, % at 12.5 µM | SK-MEL-5 TRPM1 promoter luciferase, 24 h | hit rate 0.83% among 330,000;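 active means mean inhibition across replicates of 60% or more, whatever share of single replicates reaches that level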; further: values of inactives mirror those of a sister screen read the other way
Vif imaging: HIV Vif self-association inhibitors, primary screen, imaging, HEK293T, single point; HEK293T cells, Vif self-association by quenched fluorescence, 24 h; inhibition, % at 7.49 µM; hit rate 0.35% among 340,000; AID 602346, 2012; in the data active means inhibition above about 50%, passing the limit was not always enough; further: some results filed as inactive read as strong as hits
NR2E3 ag-2: NR2E3 agonists in two-hybrid cells, primary screen, cell-based, luminescence, CHO-S, Gal4-NCOR/VP16-NR2E3. Photoreceptor-specific nuclear receptor (Homo sapiens), Q9Y5X4. luciferase. inhibition of corepressor binding, % at 3.98 µM. hit rate 0.35% among 360,000. AID 602229, 2012;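 active means inhibition above the mean of all tested compounds plus 3 SD, cut at about 70% in these data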;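 further: 0% = DMSO with NR2E3 transfected cells and 100% = cells lacking NR2E3 construct; higher means lower luciferase signal from less NR2E3 corepressor binding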
HIF-2a inh: HIF-2a reporter inhibitors, primary screen, luminescence, 786-0 RCC cells; 786-0 RCC cells HIF-2a reporter, luciferase luminescence, overnight; inhibition, % at 18.8 µM; hit rate 0.72% among 360,000;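 active means inhibition of the luminescence signal of 40% or more relative to plate controls, in a single-dose primary screen at 18.75 µM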
CaV13 FRET inh: Primary screen for inhibitors of IQ motif and Ca2+-dependent inactivation inhibitor domain binding in CACNA1D, Förster resonance energy transfer in living cells, … | HEK cells, CFP/YFP FRET ICDI-IQ, plate reader, 10 min; percent FRET-ratio fall versus neutral wells | inhibition, % at 12.3 µM | hit rate 0.098% among 340,000 | AID 743397;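 active means mean replicate inhibition of at least 30% and at least 1% of replicates passing that level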;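 further: 0% = median of the neutral control wells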
Starred values were filed as active, the others as inactive; · = not tested or not shown.

SMILES	PDI inh	CF NFkB inh	KKLEB cytotox	Peg3 prom inh	Shn3 3UTR inh	NR2E3 ag-1	MITF TRPM1 inh	Vif imaging	NR2E3 ag-2	HIF-2a inh	CaV13 FRET inh
N#CCCN(Cc1ccccc1)C(CCc1ccccc1)C(=O)NC1CCCCC1 (stereo unspecified)	·	16	-18	7	-3	·	·	·	-10	-1	-5
CCOc1ccc(/C=C2/SC(=S)N(n3c(C)ccc3C)C2=O)cc1	-4	0	-7	23	3	-2	-1	-2	-29	-6	-6
Cc1ncsc1C(=O)N1CCCC(C(=O)c2ccc3ccccc3c2)C1 (stereo unspecified)	-3	10	2	11	20	1	12	-20	-4	9	-3
CCC(=O)c1ccc(N2CCOCC2)c(F)c1	-1	-13	-6	-51	-4	5	-12	-1	-32	-55	·
Cc1ccc(CNc2nc3ccccc3n3cnnc23)cc1	-3	19	-13	-34	-6	1	-15	·	-1	-38	-6
Cc1ccc(NC(=O)COC(=O)c2ccc(S(=O)(=O)NCc3ccco3)cc2)cc1	-8	-4	-10	3	-9	1	-5	-2	-16	-15	-6
Cc1cc(C)n2nc(C(=O)NCc3ccccc3)cc2n1	-1	7	-4	-8	-14	-1	3	·	-20	-18	-7
O=C(c1ccc(F)cc1)N1CCN=C1c1ccccc1	1	6	3	-1	0	1	9	-1	-23	11	-5
C=C(C)c1cccc(C(C)(C)NC(=O)Nc2nnc(C(C)C)s2)c1	2	6	-9	5	-21	0	2	5	-8	14	-5
CSc1nnc(C(C)(C)C)c(=O)n1/N=C/c1ccc(C(C)C)cc1	-1	-13	-5	9	-2	-2	7	9	11	-14	-20
CC(C)N(C)Cc1nnnn1CC(=O)NCc1cc(F)cc(C(F)(F)F)c1	5	10	-4	20	-2	·	-19	-1	-7	15	-6
Nc1cccc(S(=O)(=O)c2ccc(N)c(N)c2)c1	-2	11	-3	11	-2	-1	-7	-5	11	12	-7
CN(C)CCCNC(=O)c1ccc(Oc2ccccc2)cc1	6	-11	21	8	0	4	5	-7	16	4	-2
O=S1(=O)CC(N2CCC(Cc3ccccc3)CC2)CN1Cc1ccc(F)cc1 (stereo unspecified)	·	12	-16	9	18	·	·	·	7	6	·
O=C(CNC(=O)c1ccccc1F)OC1CCOC1=O (stereo unspecified)	1	3	6	-7	-1	·	-2	19	-21	15	-3
O=C(COC(=O)Cn1cnc2ccccc21)Nc1ccc(Br)cc1	-1	17	-18	7	10	·	·	·	-15	0	-12
CC1=C(C#N)C(NC(=O)c2ccc(Cl)cc2)(C(F)(F)F)C(=O)N1 (stereo unspecified)	1	-30	3	18	-2	-1	11	-3	0	21	-5
COc1ccccc1NC(=S)N(Cc1ccc(C(=O)O)cc1)Cc1ccc(OC)c(OC)c1	-6	8	-21	5	-5	4	2	11	-2	11	-20
CC(=O)Nc1c(S(=O)(=O)c2ccccc2)c2nc3ccccc3nc2n1Cc1ccccc1	20	2	12	-11	8	-1	19	-9	-4	-4	·
CCN(CC)CCNC(=O)c1cn(CC)c2ccc(S(=O)(=O)N3CCc4ccccc4C3)cc2c1=O	6	-4	-8	-16	-9	0	7	-6	-4	6	-7
COc1ccc(C(c2nnnn2Cc2cccs2)N2CCN(c3ccccc3F)CC2)cc1 (stereo unspecified)	5	5	3	20	6	-2	2	11	-37	21	-4
Cc1nc2c(C(=O)NCc3ccccc3Cl)c[nH]n2c(=O)c1Cl	-3	29	-8	-4	-96	-2	-5	-5	-12	2	-9
O=C(CCN1CCN(CC(=O)Nc2ccccc2F)CC1)Nc1ccccc1F	-7	7	-3	6	-2	-2	8	1	-33	13	·
Cc1cc(C(=O)COC(=O)c2cnccn2)c(C)n1-c1ccc(Br)cc1	-5	7	-2	31	5	·	10	30	-4	7	-5
Cc1nn(CC(=O)NCc2ccccn2)c(C)c1[N+](=O)[O-]	7	0	11	-6	12	-2	-8	5	-21	20	-15
CC(C)[C@H](NC(=O)[C@@H]1CSC2c3ccccc3C(=O)N21)C(=O)NCc1ccncc1 (stereo partly specified)	7	12	-13	-6	-7	2	-7	15	-19	1	-2
Cc1cc(OC2CCCCC2)nc(-c2ccccc2O)n1	9	23	-20	2	15	-1	-1	11	-12	-1	-6
CCOc1ccc(NC2=C(Cl)C(=O)N(C3CCCCC3)C2=O)cc1	4	10	0	1	-2	3	18	-18	-18	1	-5
O=C(C1CCCN(S(=O)(=O)c2ccc(Br)cc2)C1)N1CCN(Cc2ccccc2)CC1 (stereo unspecified)	1	21	-6	-2	23	-1	25	-15	-2	5	·
O=C(COc1ccc(-c2ccccc2)cc1)NNC(=O)NC1CCCCC1	-4	-23	6	17	-12	0	-4	0	2	12	-4
CCOC(=O)/C(C)=N/NC(=O)c1ccc([N+](=O)[O-])cc1	-2	1	8	4	-17	-3	-13	-14	-39	16	2
O=C(CN1CCN(c2ccc(F)cc2)CC1)Nc1cccnc1Cl	-2	10	5	3	7	1	-19	4	-19	14	1
COc1cccc(OC)c1C(=O)Nc1ccc2c(c1)n(C)c(=O)n2C	-3	-8	-12	-4	-8	-1	-2	-2	-6	11	6
Cc1ccc(OCCCSc2ncccn2)cc1C	-7	-3	2	-266	-34	-1	-71	0	-94	-217	-9
COc1cccc(CN2CC(C(=O)NCc3ncc(C)[nH]3)CCC2=O)c1 (stereo unspecified)	7	-16	2	1	5	1	10	·	26	15	-10
Cc1ccc(-n2ncc(-c3nnc(SCC(=O)NC4CCCC4)o3)c2N)cc1C	9	5	-1	-48	26	-2	-5	-26	-42	-68	·
CCOc1ccc(C(=O)OCC(=O)NCCCc2ccccc2)cc1	-2	8	-7	3	-11	2	-2	-15	-13	7	-18
CCOc1ccc(N2C(=O)CSC2=NC#N)cc1	-11	-7	0	-15	-8	0	3	8	9	6	-3
COc1ccccc1N1CCN(C(=O)CCCNC(=O)Cn2cnc3sc(C)c(C)c3c2=O)CC1	-4	6	0	-1	-2	4	7	-7	-16	14	-7
Cc1nc(SCC(=O)N2CCCC2=O)c2c(C)c(C)sc2n1	-4	-22	-12	7	8	·	·	·	-46	2	-10
COC(=O)/C(=N/Nc1ccccc1C)Sc1nnc(C(O)c2ccccc2)n1-c1ccccc1 (stereo unspecified)	-5	-6	6	9	8	5	10	-1	-16	6	2
CCn1c(Cc2ccccc2)nnc1SCC(=O)Nc1nccs1	2	1	-6	-105	-19	3	-11	2	-2	-26	-5
O=C(Nc1cccnc1Cl)c1cc(-c2ccc(Cl)cc2)on1	-17	27	-23	-32	-24	-2	-26	21	-21	-22	-4
C#CCNC(=O)C1=C[C@@H](c2ccccc2)C[C@@H](OCCCCO)O1	8	-2	-14	-11	-3	7	-9	5	-6	-1	-6
CN(C)c1cccc(NC(=O)Cc2ccc(F)cc2)c1	-1	11	-4	9	-11	4	9	0	-20	-25	-3
Fc1ccc(NC(=S)N2CCSC2c2cccs2)cc1 (stereo unspecified)	-5	8	-3	2	37	-1	-1	-3	-4	-2	-7
Nc1nc2c(c3c1c(=O)oc1ccccc13)CCCCC2	2	11	-8	10	-4	1	8	-1	-12	14	-5
CCCS(=O)(=O)NC(=O)C1(C)CCCN(C(=O)c2sccc2C)C1 (stereo unspecified)	-1	-12	-6	-5	5	·	·	0	-2	9	-6
COc1c(Cl)cc(C(=O)Nc2ccc(Cl)cn2)cc1Cl	-5	-14	6	-78	-4	4	-15	-4	-17	-83	0
CC1CCc2nc3ccccc3c(C(=O)OCC(=O)N3CCc4ccccc43)c2C1 (stereo unspecified)	3	-32	0	5	-7	1	-11	-19	6	-7	-7
O=C(CNc1cccc(S(=O)(=O)N2CCCCC2)c1)Nc1cccc(F)c1	4	-6	-5	-17	22	0	16	-16	-21	1	-15
COc1ccccc1-n1ccnc(SCC(=O)NC2CCCCC2)c1=O	14	6	-5	-8	-14	-4	-6	2	-18	3	-7
Cc1c(C(=O)Oc2ccc(Cl)cc2)n(C)oc1=O	-1	-7	0	12	14	0	1	3	0	16	-5
CCCOc1ccc(Cc2c(Cl)nc(SC)nc2OC)cc1	-3	22	-13	-37	-7	1	2	3	-1	-35	-14
CC/C(=N\NC(=O)c1c[nH]c2ccccc12)c1cccs1	-4	5	-1	-229	-43	-1	-30	0	-11	-218	-2
Oc1cccc(NC(=S)N=Nc2c(O)[nH]c3ccccc23)c1	10	-19	-26	-124	-74	2	-45	2	-93	-180	-2
CC(C)=CCC/C(C)=C/CNC(=O)C[C@H]1C[C@H](C(=O)N2CCCCC2)[C@@]2(C)c3[nH]c4cc(CCC(=O)N(C)C)ccc4c3CCN2C1=O	14	4	15	18	76	·	34	-9	31	2	·
O=C(Nc1ccc(Cl)cn1)C1CCCN1S(=O)(=O)c1ccc(Cl)cc1 (stereo unspecified)	-3	14	-5	14	-9	0	1	1	-6	1	·
CC(=O)Nc1ccc(S(=O)(=O)NCCc2ccccc2)cc1	0	-2	5	20	-24	5	4	·	10	4	-4
O=[N+]([O-])c1ccc2c(c1)C(=Nc1ccccc1)c1ccccc1-2	-8	-7	-12	2	-16	·	-6	7	-16	-28	-5
CC/C(C)=N/Oc1nc(C)cc(C)n1	-1	-18	11	1	-14	0	-1	-8	2	9	-4
CCCCNC(=S)NNC(=O)CCn1nc(C)c(Br)c1C	-2	20	0	12	-10	4	-3	-4	19	-42	-10
Cc1cc(C)c2nc(-c3ccccn3)cc(C(=O)Nc3cc(C)on3)c2c1	-6	17	-2	33	15	1	22	-2	-4	-6	·

Single records, as listed above:
Record of CCCS(=O)(=O)NC(=O)C1(C)CCCN(C(=O)c2sccc2C)C1 (stereo unspecified) = PDI inh: -1; CF NFkB inh: -12; KKLEB cytotox: -6; Peg3 prom inh: -5; Shn3 3UTR inh: 5; NR2E3 ag-1: ·; MITF TRPM1 inh: ·; Vif imaging: 0; NR2E3 ag-2: -2; HIF-2a inh: 9; CaV13 FRET inh: -6
Record of C#CCNC(=O)C1=C[C@@H](c2ccccc2)C[C@@H](OCCCCO)O1 = PDI inh: 8; CF NFkB inh: -2; KKLEB cytotox: -14; Peg3 prom inh: -11; Shn3 3UTR inh: -3; NR2E3 ag-1: 7; MITF TRPM1 inh: -9; Vif imaging: 5; NR2E3 ag-2: -6; HIF-2a inh: -1; CaV13 FRET inh: -6

Screening results deposited in PubChem by several laboratories.
